MsrA act = activates bovine MsrA enzyme. AID 602163. activation, % at 10.6 µM. hit rate 0.3% among 360,000. purified bovine MsrA, absorbance read-out; in the data active means activation above about 7.5%;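 further: 0% = vehicle and 100% = reference activator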
PABP1 MLLE inh = blocks PAM2 peptide binding to the PABP1 MLLE domain; P11940; GST-MLLE / FITC-PAM2 fluorescence polarization; inhibition, % at 20 µM; hit rate 0.36% among 360,000; AID 588489; in the data active means inhibition above about 35%, passing the limit was not always enough;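 further: plate controls were DMSO wells with GST-MLLE for no effect and wells lacking GST-MLLE protein for full effect; some results filed as inactive read as strong as hits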
Neddyl block = cullin neddylation inhibition | TR-FRET cullin neddylation, biochemical | calls only at 25 µM | P61081+Q13564 | hit rate 0.58% among 360,000; in the data active means inhibition above about 36%
MsrA inh = inhibits bovine methionine sulfoxide reductase A | purified bovine MsrA, absorbance read-out | inhibition, % at 15.5 µM | hit rate 0.75% among 360,000 | AID 651718; in the data active means inhibition above about 4.5%;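 further: 0% = vehicle wells with enzyme and 100% = reference inhibitor wells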
eLon inh = E. coli protease La inhibition. AID 602123. inhibition, % at 7.94 µM. P0A9M0. purified E. coli Lon protease, fluorescence polarization. hit rate 0.42% among 360,000; in the data active means inhibition above about 13%, passing the limit was not always enough;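 further: 0% = enzyme with probe and DMSO and 100% = no enzyme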
Tb MetRS inh = Trypanosoma brucei MetRS inhibition; hit rate 0.4% among 360,000; inhibition, % at 11.9 µM; purified T. brucei MetRS, ATP depletion, Kinase-Glo luminescence; AID 624268;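 active means inhibition above a per-plate cutoff of the control wells' mean inhibition plus 3 SD, cut at about 5.5% in these data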;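 further: 0% = DMSO wells median and 100% = median of wells with control inhibitor compound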
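Material: parasite MetRS enzyme / Replication: singlicate, one well per compound / Signal: luminescence of leftover ATP / Schedule: 2 h aminoacylation at 25 °C after 15 min preincubation / Medium: HEPES-MgCl2-KCl buffer plus DTT, spermine, BSA, pyrophosphatase / Doses: 11.9 µM single point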
FAS-TE inh = inhibitors of human fatty acid synthase thioesterase domain. recombinant FAS-TE, OMFH fluorogenic substrate, fluorescence endpoint. inhibition, % at 15 µM. hit rate 0.67% among 360,000;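 active means compounds whose normalised, plate-corrected inhibition of enzyme fluorescence in the single-dose primary screen is 50% or more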;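 further: 0% = DMSO with enzyme and 100% = substrate without enzyme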
Target sequence (P49327 whole entry, looked up, the tested form may be a part): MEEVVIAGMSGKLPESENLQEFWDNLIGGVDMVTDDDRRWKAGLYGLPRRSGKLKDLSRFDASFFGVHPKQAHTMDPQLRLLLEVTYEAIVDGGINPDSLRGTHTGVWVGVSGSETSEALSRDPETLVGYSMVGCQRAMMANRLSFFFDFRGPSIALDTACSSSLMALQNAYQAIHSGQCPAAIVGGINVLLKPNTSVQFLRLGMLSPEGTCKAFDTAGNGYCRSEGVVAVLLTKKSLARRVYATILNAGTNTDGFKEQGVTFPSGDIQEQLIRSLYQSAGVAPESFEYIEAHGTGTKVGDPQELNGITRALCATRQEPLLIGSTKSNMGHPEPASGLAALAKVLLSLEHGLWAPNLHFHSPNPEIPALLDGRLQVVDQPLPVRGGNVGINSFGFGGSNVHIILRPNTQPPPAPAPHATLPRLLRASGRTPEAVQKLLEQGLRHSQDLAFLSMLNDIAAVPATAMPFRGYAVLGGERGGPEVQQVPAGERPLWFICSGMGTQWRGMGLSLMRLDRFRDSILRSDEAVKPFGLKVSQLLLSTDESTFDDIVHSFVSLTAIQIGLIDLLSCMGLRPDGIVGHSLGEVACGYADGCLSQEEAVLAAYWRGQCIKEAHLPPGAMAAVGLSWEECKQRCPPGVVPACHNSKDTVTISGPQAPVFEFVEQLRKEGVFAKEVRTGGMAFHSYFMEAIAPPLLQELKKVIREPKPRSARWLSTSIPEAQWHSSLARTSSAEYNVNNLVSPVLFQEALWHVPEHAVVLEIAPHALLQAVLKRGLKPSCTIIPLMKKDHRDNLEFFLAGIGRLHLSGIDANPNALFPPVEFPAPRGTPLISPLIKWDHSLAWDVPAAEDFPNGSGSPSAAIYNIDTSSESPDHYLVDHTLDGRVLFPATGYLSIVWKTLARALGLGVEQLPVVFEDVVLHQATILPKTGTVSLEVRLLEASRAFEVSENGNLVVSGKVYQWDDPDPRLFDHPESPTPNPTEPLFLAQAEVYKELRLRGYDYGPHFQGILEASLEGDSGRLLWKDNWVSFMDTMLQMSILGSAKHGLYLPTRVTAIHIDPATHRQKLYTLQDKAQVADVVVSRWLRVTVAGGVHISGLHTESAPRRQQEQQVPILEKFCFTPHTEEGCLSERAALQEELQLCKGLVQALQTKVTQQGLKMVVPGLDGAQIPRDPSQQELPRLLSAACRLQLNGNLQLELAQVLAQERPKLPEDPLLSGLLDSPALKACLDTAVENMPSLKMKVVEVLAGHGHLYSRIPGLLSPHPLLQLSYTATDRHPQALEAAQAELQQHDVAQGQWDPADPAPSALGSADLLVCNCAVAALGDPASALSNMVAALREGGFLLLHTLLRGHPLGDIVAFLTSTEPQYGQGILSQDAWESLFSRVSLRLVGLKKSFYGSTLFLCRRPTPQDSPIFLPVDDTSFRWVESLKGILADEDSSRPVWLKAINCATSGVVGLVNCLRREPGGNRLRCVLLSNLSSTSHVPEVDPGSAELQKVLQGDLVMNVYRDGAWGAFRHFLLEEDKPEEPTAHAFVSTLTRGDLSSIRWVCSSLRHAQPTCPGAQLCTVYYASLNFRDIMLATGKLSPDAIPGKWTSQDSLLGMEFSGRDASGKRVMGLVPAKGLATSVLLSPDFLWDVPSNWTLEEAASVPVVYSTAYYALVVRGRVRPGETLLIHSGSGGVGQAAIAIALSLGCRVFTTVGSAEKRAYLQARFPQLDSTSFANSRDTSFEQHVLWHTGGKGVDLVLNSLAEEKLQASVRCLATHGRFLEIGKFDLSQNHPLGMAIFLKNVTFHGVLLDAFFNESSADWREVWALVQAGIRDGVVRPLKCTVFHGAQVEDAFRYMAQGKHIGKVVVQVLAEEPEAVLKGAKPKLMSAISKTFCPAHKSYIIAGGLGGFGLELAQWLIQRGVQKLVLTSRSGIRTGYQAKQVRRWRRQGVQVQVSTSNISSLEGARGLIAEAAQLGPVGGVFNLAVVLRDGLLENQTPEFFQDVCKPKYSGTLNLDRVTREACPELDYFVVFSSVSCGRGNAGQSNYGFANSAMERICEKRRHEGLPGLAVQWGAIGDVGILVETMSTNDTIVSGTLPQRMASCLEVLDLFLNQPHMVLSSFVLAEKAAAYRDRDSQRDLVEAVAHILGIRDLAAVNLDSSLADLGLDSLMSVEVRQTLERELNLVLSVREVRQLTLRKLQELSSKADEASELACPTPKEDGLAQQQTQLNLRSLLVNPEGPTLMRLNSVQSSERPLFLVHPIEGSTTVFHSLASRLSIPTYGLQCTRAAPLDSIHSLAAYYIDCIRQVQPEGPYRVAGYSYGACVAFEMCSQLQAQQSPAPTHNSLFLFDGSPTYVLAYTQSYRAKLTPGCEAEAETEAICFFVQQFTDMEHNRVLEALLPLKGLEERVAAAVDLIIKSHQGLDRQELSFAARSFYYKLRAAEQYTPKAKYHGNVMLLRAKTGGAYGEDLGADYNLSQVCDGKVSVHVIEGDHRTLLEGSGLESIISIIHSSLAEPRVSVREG
CSN inh = blocks human CSN-mediated cullin deneddylation; Q92905; Purified CSN, SCF-Nedd8-OG deneddylation, fluorescence polarization; inhibition, % at 12.5 µM; hit rate 0.38% among 360,000; AID 651999;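 active means pattern-corrected inhibition above about 35%, with an unprinted fluorescence ratio check between 0.5 and 1.5, limit read from the data, passing the limit was not always enough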;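 further: 0% = enzyme with substrate and 100% = substrate without enzyme; some results filed as inactive read as strong as hits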
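assay system = purified human Csn5 enzyme expressed in HEK293T cells | amount = 0.24 nM enzyme | buffer or medium = Tris/NaCl/DTT buffer, pH 7.5 | reagent = 10 nM SCFSkp2-Nedd8OG | compound = one concentration, 12.5 µM, 0.25% DMSO | times = 90 min reaction at room temperature | signal = FP | read-out basis = % inhibition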
Rin1 Abl inh = inhibitors of human Rin1-Abl protein interaction | hit rate 0.4% among 360,000 | P00519+Q13671 | AID 588664 | inhibition, % at 7.35 µM | TR-FRET Rin1/Abl binding, biochemical; in the data active means inhibition above about 5%, passing the limit was not always enough
* hit, by the source's call; i = inactive; / = no result given; + = active, no number. Rows were taken by chance; 4% or so of the library scored in one or more.

item	canonical_smiles	MsrA act	PABP1 MLLE inh	Neddyl block	MsrA inh	eLon inh
1	Fc1ccc(NC(=S)N2CCN(c3cccc(C(F)(F)F)c3)CC2)cc1	4	-116	i	2.6	-9
2	O=C(Nc1cccc(C(F)(F)F)c1)c1ccc2sc([C@H]3C[C@H](O)[C@@H](CO)O3)nc2c1	-6	-9	i	0.6	1
3	COc1ccc(CCNC(=O)C(=O)NCC2CCCN2S(=O)(=O)c2cccs2)cc1OC (stereo not drawn)	-2	-4	i	-0.5	6
4	COc1ccccc1CN1CC(C(=O)NCCSc2nnnn2C)CCC1=O (stereo not drawn)	-3	-9	i	0.2	-1
5	CC1CCN(C(=O)c2cc3ccccc3c(=O)o2)CC1	-4	9	i	-0.8	-2
6	O=C(Nc1ccccc1)N(Cc1ccccc1)C1=NCCS1	-5	-6	i	-0.5	-12
7	COc1ccc(C(=O)NCCN2CCOCC2)cc1OC	-1	1	i	-0.2	-1
8	O=C(Nc1cccc(F)c1)N1CCCC(CNS(=O)(=O)Cc2ccccc2)C1 (stereo not drawn)	-3	2	i	-0.4	-16
9	CN(C)c1ccc(C(CNS(=O)(=O)c2ccc([N+](=O)[O-])cc2)N2CCCC2)cc1 (stereo not drawn)	-5	-8	i	-1.2	3
10	O=C(c1ccc(Cn2c(=S)[nH]c3ccc(N4CCOCC4)cc3c2=O)cc1)N1CCN(c2ccc(F)cc2)CC1	-9	-72	i	1.5	3

item	Tb MetRS inh	FAS-TE inh	CSN inh	Rin1 Abl inh
1	-0.1	8	-8	-1
2	0.3	-4	-4	0
3	-0.1	-7	3	-2
4	-0.1	-8	-1	-1
5	-0.3	-10	-4	2
6	-0.8	-1	-2	1
7	-0.1	-5	1	0
8	-0.1	-1	2	-4
9	-0.5	-3	3	-4
10	-0.4	29	-1	4

item	canonical_smiles	MsrA act	PABP1 MLLE inh	Neddyl block	MsrA inh	eLon inh
11	CC(C)(C)NC(=O)CSc1nc(Cc2ccccc2)nc2ccccc12	-1	12	i	1.8	-4
12	O=C(CSc1nnc2sc3ccccc3n12)NCc1ccc2c(c1)OCO2	0	-27	i	-0.5	-4
13	CCCCCCCCN1C(=O)[C@H](CC(=O)NCc2cccs2)C[C@@]2(C(=O)OC)CCCCC=C12	-3	/	i	-0.5	6
14	CCOC(=O)CCc1nn(C)c(=O)c2ccccc12	-4	-7	i	-0.3	11
15	Cc1nnc(SCC(=O)Nc2ccc(Cl)cn2)n1Cc1ccccc1	1	10	i	-1.4	3
16	Cc1cccc(NC(=O)Nc2ccc(Cl)cc2)n1	-3	-13	i	-0.1	-5
17	Cc1nc(N2CCN(Cc3ccc4c(c3)OCO4)CC2)c2cc(-c3ccccc3)sc2n1	-3	3	i	3.7	8
18	C#CCOCCOCCOCCNc1nc(N2CCN(C(=O)C(Cc3ccc(O)cc3)n3cc(C(N)C(C)CC)nn3)CC2)nc(N2CCN(C(=O)C(Cc3ccc(O)cc3)n3cc(C(N)C(C)CC)nn3)CC2)n1 (stereo not drawn)	0	6	i	-1.2	-2
19	Cc1ccccc1-c1nc(CS(=O)CC(=O)NC2CC2)c(C)o1 (stereo not drawn)	1	6	i	-0.5	-2
20	O=C(NCCN1CCCC1)c1cc(-c2ccncc2)nc2ccc(S(=O)(=O)N3CCOCC3)cc12	-1	7	i	0.9	0

item	Tb MetRS inh	FAS-TE inh	CSN inh	Rin1 Abl inh
11	-0.6	13	-1	-3
12	0.3	-3	-2	2
13	-0.9	15	-6	/
14	0.3	-8	-3	-1
15	-0.8	0	2	-2
16	-0.1	-2	-5	2
17	0.8	39	4	-2
18	-0.2	-6	-5	8
19	0.0	-8	0	3
20	0.5	-3	9	-5

item	canonical_smiles	MsrA act	PABP1 MLLE inh	Neddyl block	MsrA inh	eLon inh
21	COc1ccccc1NC(=O)CCN1CCN(c2ccc(Cl)cc2)CC1	-3	2	i	-0.1	7
22	CCOC(=O)CCCNC(=O)CN1C(=O)NC(c2ccccc2)(c2ccccc2)C1=O	-3	14	i	0.5	4
23	Cc1cccc(OC2(c3ccccc3)OC(=O)c3ccccc32)c1C (stereo not drawn)	-4	1	i	0.6	7
24	O=C(Nc1cccnc1Cl)c1cc(-c2ccc(Cl)cc2)on1	-1	-13	i	0.1	-5
25	CCOC(=O)c1c(NC(=O)OC)sc2c1CCC2	-4	-3	i	1.7	0
26	N#Cc1c(NC(=O)CSc2ncn[nH]2)sc2c1CCCC2	-1	24	i	1.4	-10
27	O=C(/C=C/C=C/c1ccccc1)CC1(O)C(=O)N(CCc2ccccc2)c2ccccc21 (stereo not drawn)	-4	-5	i	1.5	4
28	COc1ccc(N(C(=O)c2ccco2)C(C(=O)NC2CCCC2)c2cccnc2)c(OC)c1 (stereo not drawn)	-3	1	i	0.6	-1
29	CCC(C)C(N)C(=O)N1CCCC1C(=O)NC(C(=O)O)C(C)CC (stereo not drawn)	-3	-4	i	0.6	0
30	CCN(CC)c1ccc(NC(=O)CN2CCN(CC(=O)Nc3ccc(OC)cc3)CC2)cc1	-1	4	i	0.2	7

item	Tb MetRS inh	FAS-TE inh	CSN inh	Rin1 Abl inh
21	-0.4	8	0	1
22	-0.3	-1	1	0
23	-0.8	32	-1	0
24	-0.8	-2	-6	1
25	-0.1	11	2	2
26	-0.1	-147	-4	-4
27	-1.2	7	3	-4
28	0.0	-1	1	-1
29	-0.1	1	-4	-4
30	0.5	-2	-5	-2

item	canonical_smiles	MsrA act	PABP1 MLLE inh	Neddyl block	MsrA inh	eLon inh
31	CC(NC(=O)c1ccccc1)C(=O)N/N=C/c1ccccc1 (stereo not drawn)	-2	4	i	0.3	1
32	COc1cc(OC)c(S(=O)(=O)Nc2ccc(C(=O)O)cc2)cc1S(=O)(=O)Nc1ccc(C(=O)O)cc1	-2	-13	i	-0.1	-1
33	COc1ccccc1C1C(C#N)=C(N)Oc2c1c(-c1ccccc1)nn2-c1ccccc1 (stereo not drawn)	-4	18	i	0.9	-5
34	COc1ccc(/C=C2\CCCC3C2=NN(C(=O)CSc2ncn[nH]2)C3c2ccc(OC)cc2)cc1 (stereo not drawn)	-2	-21	+	0.3	-4
35	CCOC(=O)c1c(C)[nH]c(C(=O)OCC(=O)NCc2ccc(F)cc2)c1C	-3	-6	i	0.4	8
36	COc1ccc(NC(=O)OC(C)C)cc1	-2	-2	i	0.8	-12
37	C[C@H](CO)N1C[C@H](C)[C@@H](CN(C)CC2CC2)OCc2cnnn2CCCC1=O	0	6	i	-0.5	-2
38	C#CCSc1cc(C(F)(F)F)nc(-c2ccccn2)n1	-4	8	i	3.3	0
39	Cc1ccc(-c2nsc(SCC(=O)Nc3ccc4c(c3)OCO4)n2)cc1	-1	8	i	0.5	3
40	CCN(CC)S(=O)(=O)c1cc(NS(=O)(=O)c2cccc(Cl)c2Cl)ccc1C	-10	10	i	-0.8	-2

item	Tb MetRS inh	FAS-TE inh	CSN inh	Rin1 Abl inh
31	-0.2	-5	-7	-1
32	0.4	-5	2	0
33	0.4	-1	0	-3
34	1.5	-178	-1	-3
35	-0.1	-1	0	2
36	-0.8	-7	5	0
37	0.2	-4	-2	3
38	0.0	-2	-4	-1
39	-0.5	4	-11	0
40	-0.9	3	-18	0

item	canonical_smiles	MsrA act	PABP1 MLLE inh	Neddyl block	MsrA inh	eLon inh
41	Cc1nn(C(=O)c2ccco2)c(C)c1CN1C(=O)c2ccccc2C1=O	-1	-10	i	-0.5	0
42	Cc1nc(NCC2CCCO2)nc2c1C(=O)CC(C)(C)C2 (stereo not drawn)	-15	8	i	-0.6	-2
43	COc1cc(/C=N/NC(=O)c2ccccn2)ccc1OC(=O)c1cccs1	-10	-2	i	1.3	-7
44	Cc1ccc(-c2cc(C(=O)NCc3cnn(C)c3)c3cc(Br)ccc3n2)cc1	-2	-2	i	-0.8	3
45	O=C(Nc1scc(-c2ccccc2)c1C(=O)O)c1ccccc1F	0	10	i	1.5	-4
46	CCC(Sc1nc(N)c(NC(=O)c2ccc(Br)o2)c(=O)[nH]1)C(=O)O (stereo not drawn)	-4	8	i	0.6	-4
47	COc1ccc(Oc2nc(C)nc3c2oc2ccccc23)cc1	6	-3	i	0.1	-4
48	O=C(CN1C(=O)NC2(CCCCCC2)C1=O)Nc1ccc(OC(F)(F)F)cc1	-3	17	i	0.5	1
49	Cc1ccccc1-c1nc(S(=O)(=O)c2ccccc2)c(NCCCN2CCOCC2)o1	-6	-9	i	-0.6	-6
50	Cc1cccc(C)c1NC(=O)C(c1cccc(F)c1)N1CCN(C)CC1 (stereo not drawn)	/	/	i	-0.8	/
51	COc1cccc(C(=O)Nc2cccc3ccccc23)c1	20*	1	i	0.9	0
52	COc1ccccc1NS(=O)(=O)c1cccc(C(=O)NC2CCN(Cc3ccccc3)CC2)c1	-4	-21	i	/	-20
53	CCC(c1nnc(SCC(=O)Nc2cc(C)on2)o1)N(C)C (stereo not drawn)	-3	16	i	1.2	1

item	Tb MetRS inh	FAS-TE inh	CSN inh	Rin1 Abl inh
41	-0.6	11	5	3
42	-1.4	-11	-3	-4
43	-0.4	4	2	0
44	-0.2	0	1	-42
45	-0.7	-4	1	-2
46	-0.6	-5	0	1
47	-1.6	20	6	2
48	-0.3	-2	-7	0
49	-0.5	5	-3	1
50	-0.8	/	6	/
51	-0.3	0	-2	2
52	-0.6	-3	0	1
53	-0.4	-6	-3	2

Rewritten as a markdown table: part of the list above
| No. | compound | MsrA act | PABP1 MLLE inh | Neddyl block | MsrA inh | eLon inh | Tb MetRS inh | FAS-TE inh | CSN inh | Rin1 Abl inh |
| --- | --- | --- | --- | --- | --- | --- | --- | --- | --- | --- |
| 40 | CCN(CC)S(=O)(=O)c1cc(NS(=O)(=O)c2cccc(Cl)c2Cl)ccc1C | -10 | 10 | i | -0.8 | -2 | -0.9 | 3 | -18 | 0 |
| 41 | Cc1nn(C(=O)c2ccco2)c(C)c1CN1C(=O)c2ccccc2C1=O | -1 | -10 | i | -0.5 | 0 | -0.6 | 11 | 5 | 3 |
| 42 | Cc1nc(NCC2CCCO2)nc2c1C(=O)CC(C)(C)C2 (stereo not drawn) | -15 | 8 | i | -0.6 | -2 | -1.4 | -11 | -3 | -4 |
| 43 | COc1cc(/C=N/NC(=O)c2ccccn2)ccc1OC(=O)c1cccs1 | -10 | -2 | i | 1.3 | -7 | -0.4 | 4 | 2 | 0 |
| 44 | Cc1ccc(-c2cc(C(=O)NCc3cnn(C)c3)c3cc(Br)ccc3n2)cc1 | -2 | -2 | i | -0.8 | 3 | -0.2 | 0 | 1 | -42 |
| 45 | O=C(Nc1scc(-c2ccccc2)c1C(=O)O)c1ccccc1F | 0 | 10 | i | 1.5 | -4 | -0.7 | -4 | 1 | -2 |
| 46 | CCC(Sc1nc(N)c(NC(=O)c2ccc(Br)o2)c(=O)[nH]1)C(=O)O (stereo not drawn) | -4 | 8 | i | 0.6 | -4 | -0.6 | -5 | 0 | 1 |
| 47 | COc1ccc(Oc2nc(C)nc3c2oc2ccccc23)cc1 | 6 | -3 | i | 0.1 | -4 | -1.6 | 20 | 6 | 2 |
| 48 | O=C(CN1C(=O)NC2(CCCCCC2)C1=O)Nc1ccc(OC(F)(F)F)cc1 | -3 | 17 | i | 0.5 | 1 | -0.3 | -2 | -7 | 0 |
| 49 | Cc1ccccc1-c1nc(S(=O)(=O)c2ccccc2)c(NCCCN2CCOCC2)o1 | -6 | -9 | i | -0.6 | -6 | -0.5 | 5 | -3 | 1 |
| 50 | Cc1cccc(C)c1NC(=O)C(c1cccc(F)c1)N1CCN(C)CC1 (stereo not drawn) | / | / | i | -0.8 | / | -0.8 | / | 6 | / |
